BRCA1 expr act = increases BRCA1 expression | MCF7-BRCA1-FFLuc reporter, luminescence, 48 h; response scale: scaled: vehicle 0%, 10 µM genistein 100% | 380,000 compounds, 1.1% hits | Potency, µM (highest dose often 46.1 µM), without a hit: at the highest dose activation, usual class: activators | AID 624202; note: potency is the fitted concentration of half-maximal effect; nearly all actives have a fitted effect of over 80% in size; some results filed as inactive show a strong effect at the top dose
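MCF7-BRCA1-FFLuc, 2000 cells/well; 2 h attach, 37 °C/5% CO2; compound 48 h; luciferase substrate 15 min; luminescence end-point. Norm. to genistein 10 microM max activation and DMSO; concentration-response curves fitted.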
B2AR arrestin = beta2AR (human) beta-arrestin recruitment activity; beta-arrestin recruitment to beta2AR, cell-based reporter; AID 492947; 330,000 compounds, 0.02% hits; P07550; Potency, µM (top dose mostly 46.1 µM), for the others: at the top dose activation, most hits filed as activators;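 note: potency is the fitted concentration of half-maximal effect; 0% = DMSO controls and full agonism = EC100 isoproterenol or metaproterenol; nearly all actives have a fitted effect of over 65% in size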
Target sequence (P07550 whole entry, looked up): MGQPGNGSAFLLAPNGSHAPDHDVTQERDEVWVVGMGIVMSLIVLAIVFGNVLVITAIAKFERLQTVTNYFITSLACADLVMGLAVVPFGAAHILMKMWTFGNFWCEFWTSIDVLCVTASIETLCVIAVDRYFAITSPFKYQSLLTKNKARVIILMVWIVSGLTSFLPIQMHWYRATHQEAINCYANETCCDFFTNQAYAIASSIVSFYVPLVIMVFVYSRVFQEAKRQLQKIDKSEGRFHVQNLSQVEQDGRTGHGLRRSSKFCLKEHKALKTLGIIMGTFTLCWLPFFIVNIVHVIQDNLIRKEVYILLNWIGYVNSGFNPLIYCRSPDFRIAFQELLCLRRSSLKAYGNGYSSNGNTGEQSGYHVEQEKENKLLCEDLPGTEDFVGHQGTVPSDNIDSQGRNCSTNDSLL
ELG1 repair inh = blocks ELG1-dependent DNA repair in HEK293T cells. Potency, µM (doses to about 46.1 µM), inactives show at the top dose activity change, negative = inhibition, most hits filed as inhibitors. HEK293T ELG1-luciferase reporter, luminescence, 16 h; DNA damage induced by 5-fluorouridine. 330,000 compounds, 2.3% hits; note: potency is the fitted concentration of half-maximal effect; % is set by controls: 0 for no effect and ±100 for the full control effect; nearly all actives have a fitted effect of over 55% in size
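Quantitative HTS, concentration-response format. 2,000 cells/well co-treated with 5-fluorouridine and compound, 16 hr in 5% CO2 at 37 °C; ONE-Glo luminescence read after 30 min.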
PTAP TSG101 blk = blocks PTAP/TSG101 interaction to inhibit HIV-1 budding | 340,000 tested, under 10 active | Q99816 | Fluorescence polarization, FITC-PTAP peptide / Tsg101 binding | AID 493005 | Potency, µM (top dose mostly 115 µM), for the others: at the highest dose activity change, negative = inhibition, usual class: inhibitors; active = well fitted inhibition curve with a large enough effect in the main read-out, with a control signal flat, not every such curve was filed as active; inconclusive = small, poorly fitted or top-dose-only effect, or effect the other way, or a change in a side signal; inactive = no such curve, though single readings can be large or run the other way; note: potency is the fitted concentration of half-maximal effect; % of control where 0% means no effect
Target sequence (Q99816 whole entry, looked up): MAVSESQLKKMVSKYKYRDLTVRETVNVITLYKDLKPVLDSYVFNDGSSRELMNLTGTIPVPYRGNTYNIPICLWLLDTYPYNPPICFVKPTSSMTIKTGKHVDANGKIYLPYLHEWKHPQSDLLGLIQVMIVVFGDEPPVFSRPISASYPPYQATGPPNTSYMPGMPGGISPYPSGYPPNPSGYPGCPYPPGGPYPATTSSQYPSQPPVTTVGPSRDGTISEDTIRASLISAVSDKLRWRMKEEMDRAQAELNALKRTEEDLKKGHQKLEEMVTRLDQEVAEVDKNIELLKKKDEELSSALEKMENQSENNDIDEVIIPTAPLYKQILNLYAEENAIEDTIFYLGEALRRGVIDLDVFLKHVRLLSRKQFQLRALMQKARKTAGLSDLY
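Tsg101 binding domain (10 uM final) was mixed with compound and a FITC-labeled PTAP peptide (50 nM final) in HEPES pH 7.5 buffer with NaCl, Tween 20, EDTA and TCEP; fluorescence polarization was read after 20 min at r.t.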
TRPV1 ag = agonists of human vanilloid receptor 1 (TRPV1). 320,000 compounds, 0.19% hits. TRPV1-expressing cells, Fluo-8 calcium influx, agonist mode. Q8NER1. activation, % at 8.33 µM; in the data active = activation above about 80%; inconclusive = between about 30% and that limit; note: 0% is about no effect
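TRPV1-expressing cells were cultured overnight at 35.5C and loaded with Fluo-8 calcium dye for 40 to 90 min at room temperature. After a 10 s baseline, compound was added and calcium influx was read kinetically for 3 min (ex 480/em 520 nm).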
Integrin act MD = activates integrin-mediated alleviation for muscular dystrophy; alpha7betagal myoblasts, beta-gal FDG fluorescence, 48 h; 350,000 compounds, 0.064% hits; Potency, µM (titrated, usually from 38.3 µM), for inactives: top-dose activation, usual class: activators;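 note: potency is the fitted concentration of half-maximal effect; 100% = response of the positive control SU9516; nearly all actives have a fitted effect of over 60% in size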
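Alpha7betagal+/- myoblasts (passage 13) were plated 16-24 hr, then exposed to compounds (1:260 dilution of DMSO stock) for 48 hours at 37C. After MPER lysis, β-galactosidase reporter activity was read as FDG fluorescence (ex 480/em 540) after 30 minutes.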
TCR activator = activators of T cell receptors | primary human leukocytes, anti-CD3, IL-2 HTRF, 48 h | Potency, µM (titrated, usually from 9.22 µM), without a hit: at the top dose activation of IL-2 secretion, most hits filed as activators | 330,000 tested, under 10 active | AID 504894; note: % of control where 0% means no effect
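Compounds are tested in HTS on primary human leukocytes co-incubated with a-CD3 beads for 48 hr. IL-2 output is measured by time-resolved FRET.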
CXXC DNA block = blocks binding of human MLL CXXC domain to DNA | MLL-CXXC / FITC-HOXA9 DNA fluorescence polarization | Potency, µM (series often up to 115 µM), inactives show at the top dose activity change, negative = inhibition, most hits filed as inhibitors | 290,000 compounds, 0.037% hits; active = well fitted inhibition curve with a large enough effect in the polarisation, with a control signal flat, not every such curve was filed as active; inconclusive = small, poorly fitted or top-dose-only effect, or effect the other way, or a change in a side signal; inactive = no such curve, though single readings can be large or run the other way; the % refers to the polarisation; note: potency is the fitted concentration of half-maximal effect
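Fluorescence polarization: 7 uM MLL-CXXC (stock) preincubated 5 min with compounds, then 50 nM fluorescein-HOX-A9 DNA (stock) added; 30 min ambient. Buffer 50 mM Tris-HCl pH 7.5, 50 mM NaCl, 1 mM DTT, 0.05% BSA.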
A-T KAP1 phos = potential ataxia-telangiectasia treatments restoring KAP-1 phosphorylation; […] A-T fibroblasts, KAP-1 phosphorylation AlphaLISA; neocarzinostatin DNA damage 30 min before lysis; Potency, µM (top dose mostly 57.5 µM), inactives show at the top dose activation, hits mostly activators; 320,000 compounds, 0.19% hits; AID 485349; note: potency is the fitted concentration of half-maximal effect; % of control where 0% means no effect; nearly all actives have a fitted effect of over 45% in size
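ATM-like activity read as KAP-1 phosphorylation via AlphaLISA donor/acceptor antibody pairs after lysis and 6 hr at 25C. Cells were ATM-null patient fibroblasts ([…], hTERT), dosed 60 min, then exposed to the DSB inducer NCS for 30 min.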
p53 reactivation = restores transcriptional activity of mutant p53; 320,000 compounds, 0.063% hits; H1299 p53-A138V BP100-luciferase reporter, luminescence, 24 h; Potency, µM (highest dose often 92.2 µM), for the others: at the highest dose activity change, positive = activation, most hits filed as activators; AID 504706; note: potency is the fitted concentration of half-maximal effect; % of control where 0% means no effect; nearly all actives have a fitted effect of over 45% in size
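H1299 (p53-null), stable ts p53-A138V + BP100-Luc; 1000 cells/well, Opti-MEM/10% FBS; cpd 4 pt, 1:5; 24 h, 37 deg C, 5% CO2; detection reagent 10 min RT; luminescence.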
Numbers without * were called inactive; ? = inconclusive; · = no result given; [ ] = remark or other dose. Unless noted, calls come from the whole dose curve; as a rule, active = well fitted curve in the direction sought with a large enough effect; inconclusive = small, poorly fitted or top-dose-only effect, or another doubt; inactive = no such curve, though single readings can be large; an effect the other way counts as inactive or inconclusive. Compounds were not picked by outcome; overall some 3.8% were active at least once.

Sequence of screens: Integrin act MD | ELG1 repair inh | PTAP TSG101 blk | TCR activator | TRPV1 ag | BRCA1 expr act | B2AR arrestin | p53 reactivation | A-T KAP1 phos | CXXC DNA block
- Cc1nnc(SCC(=O)Nc2ccc3c(c2)OCCO3)n1CC1CCCO1 (centres undefined)
  17% | 22% | -6% | 1% | 0 | 0% | -0.7% | 12% | 4% | 2%
- O=C(Nc1nc2ccccc2n1CCN1CCOCC1)c1ccc(Cn2cc([N+](=O)[O-])cn2)o1
  -27% | ? | 0% | · | 2 | -4% | -0.4% | -23% | -2% | 3%
- COCCNC(=O)CN1CCOc2ccccc21
  4% | 5% | -2% | 2% | · | 1% | -1.1% | -5% | 8% | 8%
- CN(C(=O)CSc1nnc(-c2cccs2)n1C1CC1)C1CCS(=O)(=O)C1 (centres undefined)
  -10% | 0% | -5% | -4% | -2 | -14% | 15% | -3% | 0% | ·
- NS(=O)(=O)c1ccc(CCNC/C=C/c2ccccc2)cc1
  -43% | -2% | -6% | · | 13 | 0% | -1.8% | 2% | 16% | -3%
- COc1ccc(/C=C2/C(=O)N(CC3CCCO3)C(=S)N2C)c(OC)c1 (centres undefined)
  21% | -4% | -9% | -19% | 2 | -16% | 0.2% | -2% | -5% | 0%
- O=C(NC1CCCC1)c1cccc(Oc2ccccc2)c1
  -16% | 10% | -10% | -6% | ? | 67% | -0.1% | 0% | 6% | 24%
- CCC(C)(C(=O)NC1CCCC1)N(C(=O)CC1NC(=O)NC1=O)c1c(C)n(C)n(-c2ccccc2)c1=O (centres undefined)
  12% | ? | -1% | 7% | 4 | 1% | -0.2% | 5% | 1% | 1%
- COc1ccc(N2CCN(CCCNC(=O)Cn3c(=O)c4cccn4c4cccnc43)CC2)cc1
  -12% | 6% | -3% | -1% | 1 | 0% | -0.3% | 17% | -11% | 7%
- Cc1ccc(C(O)C(=O)c2ccco2)cc1 (centres undefined)
  -12% | 23% | -1% | -4% | 3 | 5% | -2.1% | -5% | 11% | ·
- COc1ccc(CC(=O)N(C)C2CCCCC2)cc1S(=O)(=O)N1CCOCC1
  -2% | -3% | 0% | 6% | 2 | 0% | -0.1% | 3% | 0% | -2%
- O=C(C1CCC(=O)N(C2CCCC2)C1)N1CCN(Cc2cccc(Cl)c2)CC1 (centres undefined)
  -15% | -5% | -1% | -2% | -2 | -19% | 0.0% | -9% | 7% | 1%
- C/C=C(/CCC1NCCc2c1[nH]c1ccccc21)[Si](C)(C)C (centres undefined)
  -52%[inhibitor] | · | -2% | 6% | · | -65% | · | · | · | ·
- CCCc1cc2c(cc1NC(=O)c1ccc(Br)cc1)OCO2
  25% | ? | -4% | 3% | 8 | -13% | 0.1% | -2% | -2% | -13%
- COc1cccc(C(C(=O)NC2CCCCC2)N(Cc2ccco2)C(=O)c2ccccn2)c1 (centres undefined)
  -66%[inhibitor] | -13% | -1% | -3% | 9 | -25% | -0.4% | -7% | 4% | -3%
- CC1Cc2ccccc2N1C(=O)COC(=O)c1n[nH]c(=O)c2ccccc12 (centres undefined)
  ? | 15% | -1% | 0% | 0 | 2% | -0.1% | 4% | 11% | ·
- c1csc(-c2nn3c(C4COc5ccccc5O4)nnc3s2)c1 (centres undefined)
  -21% | 10% | -9% | -3% | 21 | 27% | 0.4% | -2% | -11% | 9%
- CC(=O)NCCOc1nc(N(C)C)nc(N2CCOCC2)n1
  17% | ? | -9% | -1% | 2 | -42% | 0.0% | 14% | -1% | -5%
- O=C(C(c1ccccc1)c1ccccc1)N1CC[C@@]2(O)CCCC[C@H]2C1
  41% | 0% | -2% | -7% | 1 | -13% | -0.2% | 0% | ? | 3%
- CCOC(=O)CCc1nc2ccccc2[nH]c1=O
  13% | 4% | -1% | 2% | 1 | 11% | -1.0% | 2% | 2% | 19%
- COc1ccc(-c2cc(=O)oc3cc(OCC(=O)NCC(O)c4ccccc4)ccc23)cc1 (centres undefined)
  0% | -1% | 0% | 2% | 1 | -7% | -0.7% | · | 6% | 46%[activator]
- CN(C)c1nc(NCc2ccccc2)nc(N/N=C/c2ccc3c(c2)OCO3)n1
  28% | ? | -1% | -8% | ? | -27% | -0.1% | -3% | 1% | 3%
- COc1ccc2c(c1)[C@H]1[C@H](CO2)[C@H](c2ccccc2)[C@]2(C)C(=O)Nc3ccccc3C(=O)N12
  -15% | ? | · | -2% | 22 | -48% | 0.1% | -10% | 9% | ·
- Cn1cccc1C(=S)N=P(C1CCCCC1)(N1CCOCC1)N1CCOCC1
  9% | -2% | -1% | -19% | 0 | -1% | -0.1% | -3% | 0% | 0%
- COC(=O)C1CCCCN1C(=O)CCc1nnc(CCc2c[nH]c3ccccc23)o1 (centres undefined)
  1% | -13% | -1% | 5% | 4 | -11% | 0.3% | -1% | 9% | -6%
- CCOc1cccc(C(=O)N/N=C/c2ccoc2)c1
  1% | ? | -2% | -6% | 8 | 54% | -0.1% | 13% | 0% | 13%
- CCOC(=O)C(Cc1cc(C(C)=O)ccc1OCC)C(=O)OCC
  -20% | -2% | 0% | -5% | ? | -3% | -0.2% | 0% | 13% | 5%
- COc1ccc(-c2cc(C(=O)N3CCN(Cc4ccc5c(c4)OCO5)CC3)on2)cc1OC
  -25% | ? | -4% | 4% | 8 | -3% | 0.2% | -3% | -5% | 8%
- CC1C(=O)N(c2ccc(S(=O)(=O)N(C)C)cc2)C1(/C=C/c1ccccc1)C(=O)NC1CCCC1 (centres undefined)
  1% | -14% | 1% | -11%[46.1 µM] | -9 | -23% | 0.1% | -1% | 3% | 5%
- Cc1ccc(CSc2ccc(-c3ccc4c(c3)OCO4)nn2)cc1
  8% | ? | -2% | -3%[46.1 µM] | 9 | 50% | -0.4% | 5% | -1% | 8%

As a working copy, part of the list above:
Sequence of screens: Integrin act MD | ELG1 repair inh | PTAP TSG101 blk | TCR activator | TRPV1 ag | BRCA1 expr act | B2AR arrestin | p53 reactivation | A-T KAP1 phos | CXXC DNA block
- COc1ccc(-c2cc(=O)oc3cc(OCC(=O)NCC(O)c4ccccc4)ccc23)cc1 (centres undefined)
  0% | -1% | 0% | 2% | 1 | -7% | -0.7% | · | 6% | 46%[activator]
- CN(C)c1nc(NCc2ccccc2)nc(N/N=C/c2ccc3c(c2)OCO3)n1
  28% | ? | -1% | -8% | ? | -27% | -0.1% | -3% | 1% | 3%

The results go on:
Sequence of screens: Integrin act MD | ELG1 repair inh | PTAP TSG101 blk | TCR activator | TRPV1 ag | BRCA1 expr act | B2AR arrestin | p53 reactivation | A-T KAP1 phos | CXXC DNA block
- CN(C(=O)CSc1ncnc2sc(-c3ccccc3)cc12)C1CCS(=O)(=O)C1 (centres undefined)
  -32% | ? | -6% | 3% | 7 | 15% | 0.9% | 0% | 3% | -1%
- Cn1c(C(=O)NC2CCCCCC2)cc2c(=O)n(C)c3ccccc3c21
  -20% | ? | -3% | -2% | ? | -30% | -0.5% | -2% | -5% | 3%
- COC(=O)CSc1nc2ccc(NC(=O)CSc3nnnn3Cc3ccccc3)cc2s1
  -55%[inhibitor] | -2% | -2% | -2% | 4 | -44% | 0.3% | -6% | -3% | 3%
- O=C(Nc1ccc(S(=O)(=O)N2CCOCC2)cc1)C1CCN(S(=O)(=O)c2ccc(Cl)cc2)CC1
  -2% | · | 1% | -2% | · | -33% | · | · | · | ·
- COc1ccc(CSc2ccc(S(=O)(=O)N3CCCCC3)cn2)cc1F
  10% | 1% | 1% | 4% | 2 | -6% | -0.5% | 14% | 1% | ·
- COc1ccc(-n2nnc3c(SCC(=O)Nc4ccc5c(c4)OCCO5)ncnc32)cc1
  · | 2% | · | · | 5 | · | -0.8% | ? | -2% | 27%
- NC(=O)c1ccsc1NC(=O)COC(=O)CNC(=O)c1ccc(Cl)cc1
  -1% | 12% | -3% | 3% | · | -2% | -0.3% | -3% | 15% | ·
- CN(CC(=O)Nc1ccc(F)c(F)c1F)c1ncnc2sccc12
  3% | ? | -3% | 11% | 2 | -25% | 0.0% | 3% | 2% | 5%
- CCOc1ccccc1NC(=O)CCc1ccc(C)o1
  -36% | 5% | -4% | 0% | 8 | -10% | 0.1% | -1% | 0% | -4%

Given as a markdown table: 2 of the compounds above.
| SMILES | Integrin act MD | ELG1 repair inh | PTAP TSG101 blk | TCR activator | TRPV1 ag | BRCA1 expr act | B2AR arrestin | p53 reactivation | A-T KAP1 phos | CXXC DNA block |
| --- | --- | --- | --- | --- | --- | --- | --- | --- | --- | --- |
| CN(CC(=O)Nc1ccc(F)c(F)c1F)c1ncnc2sccc12 | 3% | ? | -3% | 11% | 2 | -25% | 0.0% | 3% | 2% | 5% |
| CCOc1ccccc1NC(=O)CCc1ccc(C)o1 | -36% | 5% | -4% | 0% | 8 | -10% | 0.1% | -1% | 0% | -4% |

Source: PubChem BioAssay (National Center for Advancing Translational Sciences (NCATS))
